Nrf2 inh – inhibitors of Nrf2 signaling | A549 ARE-Fluc reporter, luciferase luminescence, 18-24 h | Potency, µM (doses to about 46 µM), without a hit: at the top dose activity change, negative = inhibition, most hits filed as inhibitors | hit rate 2.1% among 360,000; note: % is set by controls: 0 for no effect and ±100 for the full control effect; nearly all actives have a fitted effect of over 60% in size
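Two sequential reads on A549 ARE_Fluc cells exposed to compound for 18-24 h: a CellTiter-Fluor fluorescence read for viability, then a luciferase luminescence read for Nrf2/ARE activity.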
HepG2 viability – HepG2 cytotoxicity, counter-screen for TGF-b inhibitors; HepG2 CAGA-GFP viability, ATP luminescence, 18 h; Potency, µM (doses to about 46.1 µM), for the others: top-dose activity change, negative = cytotoxicity, most hits filed as cytotoxic; hit rate 0.76% among 410,000; AID 588856; note: some results filed as inactive show a strong effect at the top dose
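CellTiter-Glo luminescence gave cytotoxicity after 18 hours at 37 degrees C. The cells were HepG2 CAGA-GFP in 1% FBS DMEM, stimulated with 500 pg/mL TGF-beta after compound addition. %Activity was normalised to no-cell wells (complete cell-killing) and DMSO (no toxicity), and curves were fitted and classified.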
TGFb inhibitor – TGF-b pathway inhibition. HepG2 CAGA-GFP TGF-b/SMAD3 reporter, GFP fluorescence, 18 h; TGF-beta stimulated, 500 pg/mL final. Potency, µM (highest dose often 46.1 µM), inactives show at the top dose activity, negative = inhibition, most hits filed as inhibitors. hit rate 1.2% among 410,000; note: % is set by controls: 0 for no effect and ±100 for the full control effect; nearly all actives have a fitted effect of over 65% in size
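Inhibition was scored as loss of TGF-beta-induced (500 pg/mL final, 18 hours, 37 degrees C) GFP in HEPG2 cells carrying a CAGA-GFP reporter, in DMEM with 1% FBS. Well GFP was summed per cell; Activity was normalised to unstimulated and stimulated DMSO wells, then concentration-response fitting.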
ATXN2 expr inh – inhibitors of ATXN2 expression. HEK-293 ATXN2-luciferase reporter, luminescence, 24 h. Potency, µM (top dose mostly 57 µM), inactives show at the top dose activity change, negative = inhibition, hits mostly inhibitors. hit rate 0.72% among 360,000. AID 1745845; note: % is set by controls: 0 for no effect and ±100 for the full control effect; nearly all actives have a fitted effect of over 55% in size
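qHTS (up to 57 uM final) was run with 24 h compound exposure of reporter cells at 37 °C. Each well was multiplexed: SteadyGlo luminescence measured ATXN2-luciferase expression after a fluorogenic Gly-Phe-AFC viability readout (25 uM final).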
Nrf2 ARE act – activators of Nrf2 (ARE) signaling; hit rate 0.31% among 410,000; AID 624171; Potency, µM (doses to about 46.1 µM), without a hit: at the top dose activation, actives largely listed as activators; AREc32 ARE-luciferase reporter (MCF7-derived line), luminescence, 24 h; note: % of control where 0% means no effect; nearly all actives have a fitted effect of over 65% in size
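ARE activation measured as luciferase luminescence (Steady-Glo, 30 min RT) in AREc32_Fluc cells after 24 hr compound exposure at 37 deg C, 5% CO2; cells seeded overnight at 1000/well in OPTI-MEM, 5% FBS.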
MCF10A rereplic – inducers of DNA re-replication in MCF 10A breast cells; hit rate 2.9% among 350,000; AID 624296; Potency, µM (doses to about 46.1 µM), for inactives: top-dose activity, positive = re-replication, actives largely listed as activators; MCF 10A DNA re-replication, Hoechst nuclear intensity, 48 h; note: % of control where 0% means no effect; nearly all actives have a fitted effect of over 50% in size
EPAC2 antagonist – blocks human EPAC2 exchange factor | EPAC2 GEF exchange of Rap1B-BODIPY-GDP, fluorescence | Potency, µM (doses to about 114 µM), without a hit: at the top dose activity, negative = inhibition, usual class: inhibitors | hit rate 0.18% among 360,000 | AID 720708; note: % is set by controls: 0 for no effect and ±100 for the full control effect; nearly all actives have a fitted effect of over 45% in size; many of its hits are not listed in these tables
Target sequence (Q8WZA2 whole entry, looked up): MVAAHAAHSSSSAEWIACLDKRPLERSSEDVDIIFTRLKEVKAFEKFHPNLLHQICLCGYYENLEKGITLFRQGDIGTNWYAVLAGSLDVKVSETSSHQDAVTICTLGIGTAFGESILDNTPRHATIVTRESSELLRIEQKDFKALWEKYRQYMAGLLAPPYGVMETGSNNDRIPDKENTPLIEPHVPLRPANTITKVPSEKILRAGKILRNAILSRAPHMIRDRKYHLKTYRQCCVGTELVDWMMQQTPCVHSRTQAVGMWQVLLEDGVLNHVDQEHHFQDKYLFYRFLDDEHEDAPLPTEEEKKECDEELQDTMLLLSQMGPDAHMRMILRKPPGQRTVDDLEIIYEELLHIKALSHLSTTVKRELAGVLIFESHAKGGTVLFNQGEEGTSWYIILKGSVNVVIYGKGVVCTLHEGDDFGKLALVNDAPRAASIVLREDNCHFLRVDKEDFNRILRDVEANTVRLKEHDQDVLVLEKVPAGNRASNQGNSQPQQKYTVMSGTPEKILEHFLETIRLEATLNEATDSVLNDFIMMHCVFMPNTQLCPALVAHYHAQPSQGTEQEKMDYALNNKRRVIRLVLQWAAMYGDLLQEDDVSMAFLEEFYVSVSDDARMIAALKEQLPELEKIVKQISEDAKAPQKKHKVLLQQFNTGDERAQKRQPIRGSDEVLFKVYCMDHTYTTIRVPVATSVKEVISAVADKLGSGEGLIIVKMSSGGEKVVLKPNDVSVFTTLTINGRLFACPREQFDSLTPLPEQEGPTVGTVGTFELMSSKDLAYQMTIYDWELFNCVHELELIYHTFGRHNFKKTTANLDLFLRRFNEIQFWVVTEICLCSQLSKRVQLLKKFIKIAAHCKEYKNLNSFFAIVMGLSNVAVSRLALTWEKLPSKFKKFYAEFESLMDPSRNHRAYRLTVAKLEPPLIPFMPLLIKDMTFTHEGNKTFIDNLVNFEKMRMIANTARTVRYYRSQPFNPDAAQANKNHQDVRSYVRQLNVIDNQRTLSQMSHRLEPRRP
A549 viability – counter-screen for Nrf2 inhibitors: cytotoxicity in A549 cells; hit rate 0.16% among 390,000; A549 ARE-Fluc cells, CellTiter-Fluor viability, 18-24 h; Potency, µM (top dose mostly 46 µM), inactives show at the highest dose activity change, negative = cytotoxicity, usual class: inhibitors; note: % is set by controls: 0 for no effect and ±100 for the full control effect
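A549 ARE-Fluc cells in 5% FBS OPTI-MEM, 5000 cells/well, rested 2 h then exposed to compounds in concentration-response for 18-24 h at 37 °C. Viability by CellTiter-Fluor fluorescence (Ex 405/Em 525) after 30 min; luciferase luminescence (BugLite, 15 min, RT) read afterwards.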
ATXN viability – reduces viability in counter-screen for ATXN expression inhibitors. S2 cells (HEK-293 line with an ATXN2-luciferase reporter) viability, CellTiter-Fluor protease fluorescence, 24 h. AID 651635. Potency, µM (doses to about 56.7 µM), hits mostly cytotoxic. hit rate 0.49% among 400,000; note: nearly all actives have a fitted effect of over 40% in size
* hit, by the source's call; i = inactive; ? = inconclusive; / = not tested or not shown; & = joins results of further samples; [ ] = remark or other dose. Calls come from the whole dose curve; as a rule, active = well fitted curve in the direction sought with a large enough effect; inconclusive = small, poorly fitted or top-dose-only effect, or another doubt; inactive = no such curve, though single readings can be large; an effect the other way counts as inactive or inconclusive. Potency is the fitted concentration of half-maximal effect. The list is partial; the hit share may differ from the screen's.

SMILES	Nrf2 inh	HepG2 viability	TGFb inhibitor	ATXN2 expr inh	Nrf2 ARE act	MCF10A rereplic	EPAC2 antagonist	A549 viability	ATXN viability
CC(=O)Nc1ccc(NC(=O)c2c(-c3ccccc3Cl)noc2C)cc1	?	4%	-21%	-1%	-0.7%	2%	-15%	-1%	i
O=C(COC(=O)CCN1C(=O)C2CC=CCC2C1=O)Nc1ccc([N+](=O)[O-])cc1 (configuration not stated)	25%	6%	8%	/	-0.6%	-2%	12%	0%	i
CCn1c(SCC(=O)OC)nnc1-c1ccncc1	-9%	-7%	-2%	4%	0.1%	?	-7%	3%	i
COc1cc2c(cc1OC)C(COc1ccccc1OC)N(C(=O)c1ccccc1OC)CC2 (configuration not stated)	/	-15%	-1%	-11%	0.4%	/	/	0%	i
COc1ccc(CC(=O)Nc2cccc(-c3nnc(-c4ccco4)o3)c2)cc1	6.5µM*	-18%	27%	-2%	-0.6%	14%	20%	?	?
O/N=C/c1cc(Br)cs1	0%	5%	0%	/	4.0%	-1%	-4%	0%	i
COc1ccc(S(=O)(=O)N(C)C)cc1NC(=O)CCNC(=O)c1ccccc1OC	6%	0%	-1%	/	-0.5%	-3%	3%	1%	i
COc1ccc(OCC(=O)c2c[nH]c3ccccc23)cc1	-7%	-17%	-7%	6%	3.0%	-3%	11%	3%	i
COC(=O)c1ccccc1NC(=O)NC1CCCC1	-6%	-18%	-7%	-11%	-0.1%	-8%	8%	1%	i
Cc1ccc(S(=O)(=O)N2C[C@H]3C(=O)C[C@@H](c4ccccc4)N(S(=O)(=O)c4ccc(C)cc4)[C@H]3C[C@H]2c2cccc(C)c2)cc1	/	6%	-19%	1%	-0.3%	/	5%	/	i
CCOc1ccc(OCC(=O)OCc2cc(=O)n3cc(Br)ccc3n2)cc1	10%	1%	-4%	17%	-1.2%	-8%	-6%	1%	i
Cc1[nH]c2ccc(C(=O)NCCCN3CCCCC3)cc2c1C	?	-38%&0%	?	/	-1.8%&-0.6%	6%	9%	?	i
OC1CCN(c2c3c(nc4cc(-c5cccc(F)c5)nn24)CCCC3)CC1	23µM*	-21%	-17%	22%	7.7%	-4%	-5%	?	i
COc1nc(N2CCCC2)nc(-n2nnc(C(C)=O)c2C)n1	0%	-15%	1%	-9%	1.1%	-2%	13%	3%	i
COc1ccc(C(=O)N2CCOC2CNC(=O)C(=O)NCc2ccccn2)cc1 (configuration not stated)	/	29%	15%	/	-0.9%	/	8%	/	?

Taken from above.
HepG2 viability, Cc1ccc(S(=O)(=O)N2C[C@H]3C(=O)C[C@@H](c4ccccc4)N(S(=O)(=O)c4ccc(C)cc4)[C@H]3C[C@H]2c2cccc(C)c2)cc1 → 6%
Nrf2 inh, O=C(COC(=O)CCN1C(=O)C2CC=CCC2C1=O)Nc1ccc([N+](=O)[O-])cc1 (configuration not stated) → 25%

Next section:
SMILES	Nrf2 inh	HepG2 viability	TGFb inhibitor	ATXN2 expr inh	Nrf2 ARE act	MCF10A rereplic	EPAC2 antagonist	A549 viability	ATXN viability
Cc1cc2nc(-c3ccc(F)cc3)c(Cc3ccsc3)n2c(C)c1Br	/	/	/	25%	13%	/	9%	/	i
CO[C@@H]1[C@@H](OC(N)=O)[C@@H](O)C(Oc2ccc3c(O)c(NC(=O)c4ccc(O)c(CC=C(C)C)c4)c(=O)oc3c2C)OC1(C)C (some centres not stated)	4%	11%	-1%	1%	-1.1%	-10%	-6%	1%	i
CCOC(=O)N1CCN(c2cc(N3CCN(CC)CC3)c(F)cc2[N+](=O)[O-])CC1C (configuration not stated)	-8%	-19%	-10%	?	-0.3%	24%	1%	-6%	?
Cc1cccc(-n2ncc3c2CCCC3NC(=O)Cc2c(C)noc2C)c1C (configuration not stated)	8.2µM*	6%	1%	-19%	-0.6%	5%	5%	-9%	i
CCn1c(=O)cc(SCC(=O)Nc2cccnc2)c2ccccc21	/	-14%	33%[activator]	42%[activator]	3.2%	-5%	-5%	3%	i
O=[N+]([O-])c1cccc(C=Nc2cc3c(cc2Br)OCCO3)c1	-10%	-28%	-9%	-7%	2.1%	-4%	-2%	1%	i
CCN(c1cc(C)cc(C)c1)S(=O)(=O)c1nnc(NC(=O)C(C)(C)C)s1	-10%	-4%	-20%	13%	0.0%	?	-3%	-2%	i
Cc1nn(-c2ccccc2)c2c1C(=O)NC(=O)C(C)(C)C2	/	-39%	14%	3%	-0.1%	-2%	-4%	10%	i
COc1ccccc1Nc1nc(-c2ccc([N+](=O)[O-])cc2)nc2ccccc12	-20%	-10%	-4%	-25%	0.1%	?	-2%	-5%	?
CC(C)Cc1nn2c(=O)cc(COC(=O)c3cccc(NC(=O)c4cccs4)c3)nc2s1	/	7%	0%	/	0.6%	/	/	-13%	/
NC(=S)c1cc2ccc(O)cc2oc1=O	-12%	-24%	-19%	-13%	-0.1%	21µM*	-6%	15%	/
CN(C)c1ccc(NC(N)=S)cc1	5%	-29%	-11%	4%	1.4%	0%	1%	7%	i
Brc1ccc(Br)c2cnccc12	6%	-1%	0%	11%	-0.7%	0%	-18%	-2%	i
CC(C)c1ccc(NC(=S)N2CCN(Cc3ccccc3)CC2)cc1	-16%	-19%	?	/	9.0%	13%	?	0%	?
CC1(C)N=C(N)N=C(N)N1c1cc(Cl)ccc1Cl	/	-87%	-4%	/	0.2%	/	3%	/	i
O=C(NCCN1CCC(n2c(=O)[nH]c3ccccc32)CC1)c1ccccc1C(F)(F)F	/	/	/	-6%	0.3%	/	17%	/	i
NC(=O)c1ccc(NC(=O)c2cccc(Oc3ccccc3)c2)cc1	?	14%	1%	/	0.0%	18%	15%	-5%	i
CC(NCC(=O)Nc1ccccc1C(=O)NC1CC1)c1ccc(Cl)cc1 (configuration not stated)	/	2%	2%	/	1.7%	/	-3%	/	i
CCOc1ccc(N2CCc3c(C)nc(SC)nc32)cc1	-4%	-9%	5%	-21%	-0.7%	?	6%	-1%	?
c1ccc(CN2CCC(N3CCC(N4CCCCCC4)CC3)CC2)cc1	3%	-17%	22%	-20%	-0.4%	?	5%	?	?
O=S(=O)(c1cccc(Br)c1)N1CCN(c2ccnc3cc(Cl)ccc23)CC1	?	24%	?	-39%	4.4%	?	2%	?	?
Cc1ccc(-c2c(C)nn3c(N4CCOCC4)cc(C)nc23)cc1	?	0%	-10%	-10%	0.0%	-2%	4%	-6%	i
COc1ccc(C(C(=O)NC(C)(C)C)N(Cc2ccc(C)cc2)C(=O)CCC(=O)Nc2cc(C)on2)cc1 (configuration not stated)	6%	5%	-12%	/	0.0%	2%	3%	9%	i
CCCCCCCC(O)CC(CC1CCCCC1)C(=O)NN (configuration not stated)	5%	7%	-28%	7%	-0.8%	18%	0%	4%	i
O=C(c1cc2ccccc2oc1=O)N(c1ccccc1)C1C=CS(=O)(=O)C1 (configuration not stated)	2%	16%	-2%	17%	?	5%	1%	-1%	i
O=C1c2ccccc2C(=O)N1C1C=CC=CC=C1	/	-18%	-12%	/	0.1%	/	-12%	/	i
CC1S/C(=N/N=C/c2cccc([N+](=O)[O-])c2)NC1=O (configuration not stated)	-13%	0%	8%	/	8.8%	-1%	-6%	?	i
CCNS(=O)(=O)c1ccc(NC(=O)c2cncc(Br)c2)cc1	5%	5%	-5%	7%	0.5%	-2%	-8%	0%	i
COc1ccc(CCN=C(N)NS(=O)(=O)c2ccc(C)c(C)c2)cc1	-6%	7%	12%	-4%	0.1%	-4%	-4%	-1%	i
C(=N\Nc1nc2ccccc2s1)/c1ccc2c(c1)OCO2	?	-48%	-9%	24%	2.3%	20%	6%	5%	i
O=C(NC1CC2CCCC(C1)N2Cc1ccc(F)cc1)c1ccc(F)cc1 (configuration not stated)	3%	-13%	8%	/	-0.5%	-2%	4%	3%	i
COc1ccc(NCc2cccn2-c2nnc(N3CCOCC3)s2)cc1OC	?	-2%	-7%	-12%	3.9%	/	/	-3%	i
Cc1ccc(C)c(OC(=O)c2ccncc2)c1	7%	-12%	-3%	-1%	-0.7%	18%	-1%	-11%	i
CCC(Oc1ccccc1)C(=O)NCc1cccnc1 (configuration not stated)	7%	-3%	-1%	-8%	0.1%	-12%	-5%	0%	i
O=C(CCCN1C(=O)c2cccc3cccc(c23)C1=O)Nc1nccs1	-1%	-1%	3%	7%	-0.2%	2%	4%	2%	i
O=C(O)CC(NC(=S)NCc1ccccc1)C(=O)O (configuration not stated)	1%	-25%	-5%	?	2.8%	16%	1%	9%	i
Cc1cccc(N(C(=O)c2cnc3n(c2=O)CCS3)C2CCCCC2)c1	10%	-10%	7%	-3%	-0.7%	0%	-5%	1%	i
CCc1ccccc1-n1c(C)nc2cc(C(=O)NCCc3ccc(Cl)cc3)ccc21	/	-19%	?	?	-0.5%	/	/	-12%	/
Cn1c(N)c(C(=O)COC(=O)CC(NC(=O)c2ccccc2Cl)c2ccccc2)c(=O)n(C)c1=O (configuration not stated)	-13%	8%	-14%	-13%	?	3%	3%	-1%	/
CC(=O)Nc1nc(CC(C)C)cc(-c2ccccc2)c1C#N	-3%	-5%	8%	21%	-0.3%	3%	-10%	1%	i
Cc1ccc(S(=O)(=O)N[C@@H](CO)C(=O)N[C@@H](Cc2ccc(O)cc2)C(=O)O)cc1	2%	-4%	-13%	-4%	-0.7%	13%	7%	-1%	i
COc1ccc(CSc2nncn2N)cc1[N+](=O)[O-]	6%	22%	-17%	-1%	0.1%	-4%	5%	1%	?
O=C(O)c1c2c(nc3ccc(S(=O)(=O)N4CCC(C(=O)NCc5ccccc5)CC4)cc13)CCCC2	/	16%	-1%	/	-0.6%	/	-11%	/	i
CCOC(=O)c1cnc(-n2nc(C)cc2C)nc1Nc1ccc(N(C)C)cc1	-21%	-18%	-3%	?	0.4%	1%	15%	5%	i

Screens from PubChem.
